# S100A4 inh HTS: inhibitors of human S100A4 binding to myosin IIA peptide | P26447 | S100A4/TAMRA-MyoIIA peptide fluorescence polarization | inhibition, % at 10.7 µM | actives 0.14% (n = 360,000) | AID 652163;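 active = mean inhibition of at least 70% across replicates, with every replicate also reaching that level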
# Target sequence (P26447 whole entry, looked up): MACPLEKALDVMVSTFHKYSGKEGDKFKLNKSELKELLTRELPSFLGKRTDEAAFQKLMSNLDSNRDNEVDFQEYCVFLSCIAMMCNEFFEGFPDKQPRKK
#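 Assay system: human S100A4 monomer with TAMRA-labelled myosin IIA peptide / Buffer or medium: Calcium-containing HEPES buffer, pH 7.2 / Reagent: TAMRA-labelled myosin IIA heavy-chain peptide probe, 5 nM / Compound: one dose per compound / Timing: polarization read 5 min after assay mix addition, stable 5–60 min / Benchmarks: neutral control DMSO, positive control TFP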
# ERAP1 HTS inh: inhibitors of human ERAP1 aminopeptidase; recombinant ERAP1, Leu-AMC fluorescence, 60 min; inhibition, % at 10.7 µM; actives 0.15% (n = 340,000); Q9NZ08; AID 652197;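 active = mean replicate inhibition of at least 30%, or all replicates individually reaching that 30% level; inactive = mean below 30% and not every replicate reaching it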;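 also: 0% = neutral control wells and 100% = L-leucinethiol positive control wells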
# RAD52 anneal inh: inhibitors of human RAD52 DNA annealing; P43351; recombinant RAD52 DNA annealing, FRET fluorescence; inhibition, % at 18.7 µM; actives 0.46% (n = 360,000); AID 651710;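 active = every replicate showing at least 50% inhibition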
# Target sequence (P43351 whole entry, looked up): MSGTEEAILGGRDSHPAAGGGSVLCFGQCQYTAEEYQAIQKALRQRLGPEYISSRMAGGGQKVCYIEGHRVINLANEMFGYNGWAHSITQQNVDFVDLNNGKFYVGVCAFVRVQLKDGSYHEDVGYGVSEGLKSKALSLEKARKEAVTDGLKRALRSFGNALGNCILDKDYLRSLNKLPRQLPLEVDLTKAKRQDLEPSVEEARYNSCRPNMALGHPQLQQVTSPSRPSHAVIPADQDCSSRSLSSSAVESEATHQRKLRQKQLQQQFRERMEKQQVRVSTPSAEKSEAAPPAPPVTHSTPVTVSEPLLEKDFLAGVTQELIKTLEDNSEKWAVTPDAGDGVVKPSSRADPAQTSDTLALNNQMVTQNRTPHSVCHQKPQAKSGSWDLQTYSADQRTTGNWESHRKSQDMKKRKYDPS
# Xi reactivation: reactivates the inactive X chromosome in mouse fibroblasts; XiGFP mouse fibroblasts, % GFP-positive cells imaging, 3 d; cells co-treated with 5-aza-dC sensitizer; scaled so ellipticine positive control = 100%; activation, % at 7.58 µM; actives 0.055% (n = 360,000); AID 743238;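 active = mean normalized replicate activation at least 10% and every replicate at or above 10%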;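 also: 0% = median of on-plate neutral control wells and 100% = ellipticine 6 µM median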
#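 System: 68-5-11 XiGFP fibroblast line | Buffer or medium: DMEM containing 5-aza-dC | Compound: Single point | Times: Compounds 3 days, fix/stain 15 min at room temperature | Benchmarks: Positive control ellipticine, 6 µM final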
# esBAF inh: blocks esBAF chromatin remodeling in mouse ES cells | Bmi1-luciferase knock-in reporter, 24 h; 100% = twice the neutral-well signal | reporter increase, % at 12.5 µM | actives 2% (n = 350,000) | AID 602393; in the data active = activation above about 40%;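 also: 0% = median of the plate's neutral control wells and 100% = double that signal; a rise in the Bmi1 reporter signal indicates esBAF inhibition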
# ERp5 block: ERp5 (human) disulfide isomerase inhibition; Q15084; ERp5 insulin aggregation, absorbance 650 nm, 90 min; inhibition, % at 9.99 µM; actives 0.05% (n = 350,000); AID 651711;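 active = mean replicate inhibition above about 25%, with every replicate also reaching it, limit read from the data, passing the limit was not always enough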
# Target sequence (Q15084 whole entry, looked up): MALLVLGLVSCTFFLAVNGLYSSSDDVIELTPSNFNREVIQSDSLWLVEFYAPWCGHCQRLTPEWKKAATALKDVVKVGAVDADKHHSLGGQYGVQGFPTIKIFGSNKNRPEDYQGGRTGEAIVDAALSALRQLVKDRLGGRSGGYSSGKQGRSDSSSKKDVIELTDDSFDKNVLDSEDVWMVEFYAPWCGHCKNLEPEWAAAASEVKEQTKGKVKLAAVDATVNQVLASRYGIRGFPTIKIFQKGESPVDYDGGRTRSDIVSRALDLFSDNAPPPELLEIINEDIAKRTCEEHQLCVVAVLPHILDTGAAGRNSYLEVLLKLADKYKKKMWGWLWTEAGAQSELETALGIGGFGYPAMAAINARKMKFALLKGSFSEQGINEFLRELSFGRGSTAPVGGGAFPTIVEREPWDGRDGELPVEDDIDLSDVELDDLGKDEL
# E-sel inducer: E-selectin induction on HUVECs; P16581; HUVEC E-selectin immunofluorescence imaging; normalized: neutral wells 0, TNF-alpha wells 100; activation, % at 7.58 µM; actives 0.37% (n = 260,000); AID 686992;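 active = mean E-selectin-positive cell signal at least 10% of the positive control, reached in at least 60% of replicates, without over 20% cell loss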;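 also: in these data hits start at about 27%; measured in HUVEC primary endothelial cells; signal is the percent of cells scored E-selectin positive by PE staining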
#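 System: HUVEC / Compound: single concentration / Signal: immunofluorescence imaging / Read-out: percent E-selectin-positive cells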
# RAD54 branch: blocks human RAD54 Holliday junction branch migration; Q92698; inhibition, % at 10.4 µM; actives 0.14% (n = 360,000); FAM/BHQ fluorescence;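 active = mean normalized replicate activity at least 40 and at least half of replicates scoring 40 or more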;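 also: 0% = median of neutral control wells and 100% = median of positive control wells; inhibitors cause a drop in the FAM fluorescence signal; in these data hits start at about 50%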
# An asterisk follows results filed as active; . = not tested or not shown.
Compound	S100A4 inh HTS	ERAP1 HTS inh	RAD52 anneal inh	Xi reactivation	esBAF inh	ERp5 block	E-sel inducer	RAD54 branch
CCOC(=O)C1CCN(S(=O)(=O)c2ccc3c4c2CC(=O)N4CC(C)S3)CC1 (configuration not stated)	5	1	-31	0.1	9	1	0.2	-7
Nc1ccc(-c2ccc(C(=O)O)s2)cn1	-2	-11	-7	0.5	10	5	-0.1	.
C/C(N)=C(/C#N)C(=O)COC(=O)C(NS(=O)(=O)c1ccc(Cl)cc1)C(C)O (configuration not stated)	-1	2	-5	-0.1	-4	-3	-0.1	-9
O=C(C[C@@H]1CC[C@@H]2[C@H](COC[C@@H](O)CN2Cc2ccncc2)O1)NCc1ccccc1Cl	.	.	.	0.2	7	.	0.2	9
O=C(Nc1ccc(F)cc1)N[C@@H]1CC[C@H](CCNS(=O)(=O)c2cccc(Cl)c2)O[C@H]1CO	10	0	0	-0.1	3	-1	0.8	-2
Cc1cc(C)c(S(=O)(=O)Nc2ccc(O)c(Sc3ncn[nH]3)c2)c(C)c1	0	1	-1	-0.1	-6	13	.	-4
CO[C@@H]1CN(C)C(=O)c2cc(NC(=O)C3CCCC3)ccc2OC[C@@H](C)N(S(C)(=O)=O)C[C@@H]1C	-2	-1	-18	0.3	1	2	-0.2	12
O=C(NCC(c1ccco1)N1CCOCC1)c1ccc(F)c(F)c1 (configuration not stated)	3	0	-5	0.1	10	-3	-0.1	5
COCC(=O)Nc1ccc2c(c1)C(=O)N(C)[C@@H]1CC[C@@H](CC(=O)Nc3ccccc3)O[C@@H]1CO2	-6	-2	1	0.1	-1	-4	0.1	-4
COc1ccc(N2CC(NS(=O)(=O)c3ccc4ccccc4c3)CC2=O)cc1 (configuration not stated)	0	4	-13	0.2	-5	4	0.6	.
CCNC(=O)[C@@H]1[C@@H](CO)[C@@H]2Cn3c(ccc(-c4ccc(F)cc4)c3=O)[C@@H]2N1Cc1ccccc1F	57	-2	-2	0.7	10	9	-0.1	-15
Cc1cc(F)ccc1S(=O)(=O)N1CCCOC1CNC(=O)C(=O)NC1CCCCC1 (configuration not stated)	-2	-2	5	-0.1	11	-18	1.2	-9
CC(C)C#Cc1ccc2c(c1)O[C@H](CN(C)S(=O)(=O)c1cn(C)cn1)[C@H](C)CN([C@@H](C)CO)S2(=O)=O	-6	1	-5	-0.3	2	9	-0.4	11
CN1CCN(c2ccc(S(=O)(=O)N3CCCCC3)cc2N)CC1	-18	1	12	0.0	4	3	.	1
OC[C@@H]1[C@H](c2ccc(-c3ccccc3F)cc2)[C@@H]2CN(Cc3cccnc3)CCCCN12	-2	1	-7	0.0	.	0	-0.3	2
CC(=O)NCCc1nc2ccccc2n1Cc1cccc(C)c1	-1	.	-4	-0.4	.	2	-0.5	.
COc1ccc(NC(=O)N(C)C[C@@H]2Oc3ccc(NC(=O)NC4CCCCC4)cc3CC(=O)N([C@H](C)CO)C[C@H]2C)cc1	-4	-2	14	-1.1	7	-1	-3.4	8
O=C(c1cccs1)N1C(=O)c2cccc3cccc1c23	0	.	-20	0.9	-2	9	-0.8	.
C/C=C/c1cnc2c(c1)C(=O)N([C@H](C)CO)C[C@@H](C)[C@@H](CN(C)C(=O)NC1CCCCC1)O2	7	-1	2	-0.1	0	-10	-0.2	-3
O=C(O)CCCCCCCCc1cn(CN2C(=O)c3ccccc3C2=O)nn1	2	-15	-7	0.1	1	-4	-0.1	0
C[C@@H]1CN([C@@H](C)CO)C(=O)c2cc(C#C[C@@H](C)O)cnc2O[C@H]1CN(C)C(=O)Cc1ccccn1	3	-1	-4	0.3	3	1	-0.2	6
C[C@@H]1CCCCO[C@H](CN(C)C(=O)C2CCCCC2)[C@@H](C)CN([C@@H](C)CO)C(=O)c2cc(NC(=O)CCCN(C)C)ccc2O1	.	.	.	-0.1	-3	.	0.2	6
Cc1ccc(NC(=S)NC(CO)C(O)c2ccc([N+](=O)[O-])cc2)cc1 (configuration not stated)	2	3	1	0.0	-5	-1	.	.
O=C(Nc1ncnc2c1ncn2[C@@H]1O[C@H](/C=C/C(=O)N2CCN(c3ccc(F)cc3)CC2)[C@@H](O)[C@H]1O)c1ccccc1	0	-7	-31	0.2	-7	-5	-0.1	-10
N#C/C(=C\c1coc2ccccc2c1=O)C(N)=S	-3	-1	-34	0.0	.	2	0.0	.

# The results go on.
Compound	S100A4 inh HTS	ERAP1 HTS inh	RAD52 anneal inh	Xi reactivation	esBAF inh	ERp5 block	E-sel inducer	RAD54 branch
O=C([C@H]1[C@H](CO)[C@H]2Cn3c(cccc3=O)[C@H]2N1CC1CC1)N1CCc2ccccc2C1	1	-1	-6	0.7	4	-1	0.3	0
CCOC(=O)[C@]12CCCC=C1N(Cc1ccco1)C(=O)[C@H](CC(=O)NCc1cccc3ccccc13)C2	-3	.	-27	0.0	.	3	9.4	.
C[C@@H]1CN([C@@H](C)CO)C(=O)c2cc(NC(=O)C3CCCCC3)ccc2O[C@@H](C)CCCCO[C@@H]1CN(C)C	.	.	.	0.0	-2	.	-0.2	3
O=C(C[C@H]1CC[C@H]2NC[C@H](O)COC[C@@H]2O1)NCc1ccc2c(c1)OCO2	.	.	.	0.0	0	.	0.2	1
CCn1c(SCC(=O)N/N=C(\C)c2ccncc2)nnc1-c1ccccc1	-5	1	-6	0.0	.	3	.	.
CC(O)CNC1c2ccccc2CC1O (configuration not stated)	1	1	-12	0.1	-2	-8	0.3	1
CN(C)C(=O)C[C@H]1C=C[C@H](NC(=O)C2CCC2)[C@H](CO)O1	-36	1	-3	0.1	0	0	0.2	-9
CC1(C)NC(=O)N(CCCC(=O)Nc2ccc(C(F)(F)F)cc2)C1=O	-4	-1	-4	0.5	-3	-1	0.1	3
COC(=O)c1ccc(C(=O)OC)c(NC(=O)CN(C)Cc2ccccc2)c1	3	-1	-26	0.1	.	1	0.0	8
CCn1c(SCC(=O)Nc2nnc(C)s2)nc2c(c1=O)SC(C)C2 (configuration not stated)	2	1	-12	-0.1	-4	1	.	3
CCC(=O)N(C)C[C@H]1[C@H](c2ccc(C3=CCCC3)cc2)[C@@H](CO)N1C(=O)CC	-5	2	-14	-0.1	-4	12	0.3	-4
C[C@]12CCC(=O)C=C1CCC1C2CC[C@@]2(C)C1CCC21OCCO1 (some centres not stated)	20	-1	-3	0.6	-4	-6	-0.1	13
Cn1cc([N+](=O)[O-])c(C(=O)N2CCCCCC2)n1	-9	0	-14	0.4	7	1	0.3	0
O=C(c1ccc(NS(=O)(=O)c2cccc(C(F)(F)F)c2)cc1)N1CCCC1	0	2	-2	0.1	-3	-4	-0.1	-4
CCN(C(=O)Cn1ccc(C(F)(F)F)n1)c1c(N)n(Cc2ccccc2)c(=O)[nH]c1=O	-4	-3	-8	0.0	-7	-3	110*	-6
COc1ccc2c3c([nH]c2c1)[C@H](CO)N(C(=O)NC(C)C)CC31CCN(C(=O)c2ccccn2)CC1	7	-5	-6	0.0	.	-2	0.2	.
CCCNC(=O)c1ccccc1NC(=O)C1=CSCCO1	0	-1	-3	0.0	3	6	0.3	17
Cc1c(NC(=S)NC(=O)c2ccc(-c3ccc(Cl)cc3)o2)cccc1C(=O)O	-4	-6	-26	0.0	.	-4	.	.
COc1ccc(Cl)cc1NC(=O)COC(=O)C1CCCCC1	1	3	-3	-0.4	-3	-18	.	-1
Cc1ccc(NC(=O)CN(C)S(=O)(=O)c2cnc[nH]2)c(C)c1	-1	1	-10	0.1	9	0	.	-7
C/C=C/c1ccc2c(c1)O[C@H](CN(C)C(=O)Cc1ccncc1)[C@H](C)CN([C@H](C)CO)S2(=O)=O	-11	0	-9	-2.0	3	-10	-0.2	-16
C[C@@H]1CN([C@@H](C)CO)C(=O)c2cc(N(C)C)ccc2O[C@H]1CN(C)C(=O)Nc1ccc2c(c1)OCO2	-2	6	-9	-0.3	-1	2	-10	0
CCCN1CCN(C(=O)CCNC(=O)Cn2cnc3ccccc3c2=O)CC1	-2	0	-13	0.3	-7	-1	0.0	-10
Cc1cc(NC(=O)/C(C#N)=C/c2ccc(-c3ccc(SC(F)F)cc3)o2)n(-c2ccccc2)n1	1	12	-190	0.1	12	3	.	-13
Cn1ccnc1C1CCCCN1Cc1nc(-c2ccc(Cl)cc2)no1 (configuration not stated)	-4	-3	-12	-0.3	.	-4	0.4	.

# The listing continues:
Compound	S100A4 inh HTS	ERAP1 HTS inh	RAD52 anneal inh	Xi reactivation	esBAF inh	ERp5 block	E-sel inducer	RAD54 branch
CCCC#Cc1ccc([C@H]2[C@@H](CO)N3CCCCN(Cc4cncnc4)C[C@@H]23)cc1	4	-2	-30	0.6	.	-8	0.2	10
CC(Sc1nc2ccccc2s1)C(=O)N(C)Cc1ccccc1 (configuration not stated)	-6	-1	17	0.0	2	0	.	-2
COc1ccccc1CN(CC(=O)NCc1ccc2c(c1)OCO2)C(=O)c1csnn1	-9	1	-15	0.3	-4	4	0.0	-4
C/C=C/c1ccc(OCC(=O)Nc2ccc(OC)c(OC)c2)c(OC)c1	3	-4	-7	0.4	.	6	5.0	.
C[C@H](NC(=O)C[C@H]1C=C[C@@H](NC(=O)C2CCC2)[C@H](CO)O1)c1ccccc1	3	3	10	0.8	-7	0	0.0	2
COc1ccc2c3c([nH]c2c1)[C@H](CO)N(C(=O)C1CCCC1)CC31CCN(Cc2nccs2)CC1	32	0	20	0.2	.	-32	0.3	.
COc1cccc(C(O)c2nc(-c3cccc(C(=O)O)c3)cs2)c1 (configuration not stated)	-1	-1	-23	0.0	9	-6	-0.2	-1
OC[C@@H]1CN(Cc2ccco2)C[C@H](n2cnc3c(N4CCOCC4)ncnc32)O1	-2	-8	-12	0.0	-4	-4	0.0	0
CCN1CCN(CC2COc3ccccc3O2)CC1 (configuration not stated)	-3	-1	-3	0.1	-1	2	.	4
CCc1cccc(CC)c1-n1c(SCC(=O)N2CCCc3ccccc32)nc(O)cc1=O	0	2	-13	-0.1	3	2	-0.2	-10
CN1c2ccc(-c3ccc(F)cc3)cc2[C@H]2[C@H](CCN2C(=O)Nc2cc(F)ccc2F)[C@H]1CO	4	2	7	0.1	4	-4	0.8	-14
CCOC(=O)c1cc2c(=O)n3ccccc3nc2n(Cc2ccco2)c1=NC(=O)c1ccccc1OC	-2	36*	-95	0.1	6	-1	0.0	10
O=C(NCC1(N2CCCCC2)CCCCC1)c1cccc(S(=O)(=O)Nc2ccccc2Cl)c1	-18	-37	-3	0.3	2	9	.	-4
O=C(COC(=O)C1(c2ccc(F)cc2)CCCC1)NCc1ccc2c(c1)OCO2	-2	-1	11	-0.1	-27	-4	-0.3	4

# Complete entries, looked up by structure. Order of values: S100A4 inh HTS | ERAP1 HTS inh | RAD52 anneal inh | Xi reactivation | esBAF inh | ERp5 block | E-sel inducer | RAD54 branch
# Profile of COc1cccc(C(O)c2nc(-c3cccc(C(=O)O)c3)cs2)c1 (configuration not stated) = -1 | -1 | -23 | 0.0 | 9 | -6 | -0.2 | -1
# Profile of C/C=C/c1ccc(OCC(=O)Nc2ccc(OC)c(OC)c2)c(OC)c1 = 3 | -4 | -7 | 0.4 | . | 6 | 5.0 | .
# Profile of O=C(NCC1(N2CCCCC2)CCCCC1)c1cccc(S(=O)(=O)Nc2ccccc2Cl)c1 = -18 | -37 | -3 | 0.3 | 2 | 9 | . | -4
# Profile of COc1ccccc1CN(CC(=O)NCc1ccc2c(c1)OCO2)C(=O)c1csnn1 = -9 | 1 | -15 | 0.3 | -4 | 4 | 0.0 | -4

# High-throughput results deposited in PubChem BioAssay by Broad Institute.
